# High-throughput results deposited in PubChem BioAssay by National Center for Advancing Translational Sciences (NCATS).
# PKM2 act = qHTS Assay for Activators of Human Muscle isoform 2 Pyruvate Kinase; AID 1631, 2009; Potency, µM (top dose mostly 57.5 µM), for the others: at the highest dose activation, actives largely listed as activators; purified PKM2, Kinase-Glo ATP luminescence, activation; response scale: 0% is enzyme alone, no compound; Pyruvate kinase PKM (Homo sapiens), P14618; hit rate 0.34% among 260,000; note: potency is the fitted concentration of half-maximal effect; % is set by controls: 0 for no effect and ±100 for the full control effect; nearly all actives have a fitted effect of over 55% in size
#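 ATP formation by purified human PK-M2, quantified via coupled luciferase luminescence after 1 h at room temperature with 0.1 mM ADP and 0.5 mM PEP final.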
# TSHR antagonist = Antagonists of the Thyroid Stimulating Hormone Receptor: HTS campaign | activity change, negative = inhibition, % at 11.5 µM | hit rate 0.2% among 330,000 | AID 504810, 2011 | Thyrotropin receptor (Homo sapiens), P16473 | TSHR-expressing cells, TSH-stimulated cAMP HTRF, 2 h; hits give low values;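 active = activity change below a set negative limit, meaning inhibition stronger than a set level, cut at about -70% in these data; inconclusive = activity change between two set negative limits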; note: % is set by controls: 0 for no effect and ±100 for the full control effect
# Target sequence (P16473 whole entry, looked up): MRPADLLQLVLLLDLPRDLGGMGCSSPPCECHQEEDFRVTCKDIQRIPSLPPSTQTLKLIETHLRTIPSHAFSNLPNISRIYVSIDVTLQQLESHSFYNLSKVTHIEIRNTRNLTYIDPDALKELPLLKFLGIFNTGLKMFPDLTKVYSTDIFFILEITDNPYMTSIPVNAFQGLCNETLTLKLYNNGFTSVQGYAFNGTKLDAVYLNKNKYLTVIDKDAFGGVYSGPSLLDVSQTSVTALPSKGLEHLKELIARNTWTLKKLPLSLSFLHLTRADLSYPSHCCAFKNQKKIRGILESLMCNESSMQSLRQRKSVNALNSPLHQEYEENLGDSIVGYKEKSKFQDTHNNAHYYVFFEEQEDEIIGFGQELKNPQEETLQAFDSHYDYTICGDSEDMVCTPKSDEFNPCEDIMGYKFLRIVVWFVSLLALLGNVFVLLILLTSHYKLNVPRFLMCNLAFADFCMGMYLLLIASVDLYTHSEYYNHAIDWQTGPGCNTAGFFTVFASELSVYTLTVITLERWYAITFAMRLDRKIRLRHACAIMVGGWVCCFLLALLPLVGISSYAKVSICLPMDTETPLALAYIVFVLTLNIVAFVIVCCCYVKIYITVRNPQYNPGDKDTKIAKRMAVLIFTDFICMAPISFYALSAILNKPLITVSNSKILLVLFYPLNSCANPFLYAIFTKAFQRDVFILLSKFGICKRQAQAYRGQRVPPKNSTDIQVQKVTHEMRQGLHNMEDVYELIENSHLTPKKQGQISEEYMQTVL
#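 Cell-based HTRF cAMP assay; TSHR cells + compound, TSH EC80 (4nM final), 2 h, 37 deg C. Lysis with anti-cAMP cryptate and cAMP-d2, 30 min RT, read 665/620 nm.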
# Menin MLL FP TR = qHTS Assay for Inhibitors Targeting the Menin-MLL Interaction in MLL Related Leukemias: Competition With Texas Red Labeled MLL-derived Mutant Peptide; O00255; Menin + Texas Red MLL mutant peptide, fluorescence polarization; Potency, µM (top dose mostly 61.6 µM), inactives show at the highest dose FP activity change, negative = inhibition, most hits filed as inhibitors; hit rate 0.23% among 270,000; active = well fitted inhibition curve with a large enough effect in the polarisation, with a control signal flat, not every such curve was filed as active; inconclusive = small, poorly fitted or top-dose-only effect, or effect the other way, or a change in a side signal; inactive = no such curve, though single readings can be large or run the other way; the % refers to the polarisation; note: potency is the fitted concentration of half-maximal effect; % of control where 0% means no effect; many of its hits are not listed in these tables
# GALK inhibitor = qHTS Assay for Inhibitors of Human Galactokinase (GALK) | P51570 | hit rate 0.007% among 270,000 | Purified GALK, Kinase-Glo residual ATP luminescence | AID 1868, 2009 | Potency, µM (series often up to 57.5 µM), inactives show at the top dose activity change, negative = inhibition, usual class: inhibitors; note: potency is the fitted concentration of half-maximal effect; % is set by controls: 0 for no effect and ±100 for the full control effect
#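 Quantitative HTS: GALK 5 nM, ATP 35 uM, galactose 100 uM, 1 h room temperature, then luciferase-based ATP detection.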
# BCR signal inh = qHTS Assay to Find Inhibitors of Chronic Active B-Cell Receptor Signaling; ABC-DLBCL IkBa-CBG/CBR reporter, luminescence ratio, 4 h; Potency, µM (titrated, usually from 46.1 µM), for the others: at the highest dose ratio change, negative = lower green/red ratio, hits mostly inhibitors; hit rate 0.05% among 340,000; AID 493014, 2011; active = well fitted inhibition curve with a large enough effect in the signal ratio, with a control signal flat, not every such curve was filed as active; inconclusive = small, poorly fitted or top-dose-only effect, or effect the other way, or a change in a side signal; the % refers to the signal ratio;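 note: potency is the fitted concentration of half-maximal effect; plate controls were basal doxycycline-induced cells for no effect and cells given 10 µM MG132 for full effect; MG132 reads +100%, hits lower the ratio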
#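 Cell line TMD8 (human ABC DLBCL), stably expressing tet-inducible CBG68-IkBa fusion and CBR; IMDM/0.5% FBS; cpd up to 46 uM; dox induction, 4 h, 37C/5% CO2; dual luminescence; green/red ratio; MG132 control.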
# MBNL1-CUG inh = qHTS Assay for Inhibitors of MBNL1-poly(CUG) RNA binding | Muscleblind-like protein 1 (Homo sapiens), Q9NR56 | TR-FRET MBNL1-His/biotin-(CUG)12 binding, 665/545 ratio | Potency, µM (highest dose often 57.5 µM), for the others: at the top dose activity change, negative = inhibition, usual class: inhibitors | hit rate 0.036% among 280,000; active = well fitted inhibition curve with a large enough effect in the signal ratio, with a control signal flat, not every such curve was filed as active; inconclusive = small, poorly fitted or top-dose-only effect, or effect the other way, or a change in a side signal; inactive = no such curve, though single readings can be large or run the other way; the % refers to the signal ratio; note: potency is the fitted concentration of half-maximal effect; % is set by controls: 0 for no effect and ±100 for the full control effect
#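 TR-FRET readout: Ex 340 nm, 665/545 nm emission ratio, normalized to buffer-only (basal) and MBNL1-(CUG)12 controls. Complex of MBNL1-His with Biotin-(CUG)12, compounds 92 nM–58 uM, incubated 60 min at room temperature.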
# USP2a block = qHTS Assay for Inhibitors of Ubiquitin-specific Protease USP2a Using CHOP2 as the Reporter; Ubiquitin carboxyl-terminal hydrolase 2 (Homo sapiens), O75604; USP2 core, Ub-CHOP2 coupled fluorogenic reporter, 485/531; Potency, µM (series often up to 38.3 µM), for the others: top-dose activity change, negative = inhibition, usual class: inhibitors; hit rate 0.01% among 330,000; AID 463254, 2010;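 note: potency is the fitted concentration of half-maximal effect; plate controls were DMSO wells for no effect and full inhibition by NEM control for full effect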
#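 Deubiquitinase activity read as fluorescence (485/531 nm) after Ub-CHOP2 cleavage activates the enterokinase reporter on its substrate; USP2 core 10nM, Ub-CHOP2 and substrate 25nM each, 30min compound preincubation then 60min RT; data normalized to NEM, curves fitted.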
# KCNH2 WT inh = qHTS for Inhibitors of KCHN2 3.1: Wildtype qHTS; Voltage-gated inwardly rectifying potassium channel KCNH2 (Homo sapiens), Q12809; U2OS, BacMam KCNH2, thallium flux FluxOr; hits give low values; activity change, % at 1.84 µM; hit rate 0.37% among 340,000; AID 720551, 2013;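 active = maximum activity change below -70%; inconclusive = maximum activity change between -70% and -50%; inactive = maximum activity change above -50%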; note: % is set by controls: 0 for no effect and ±100 for the full control effect
#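 U2OS cells transduced with wild-type KCNH2 virus are loaded with FluxOr dye for 45 min, and thallium flux is measured in kinetic reads before and after stimulation buffer. Rate constants are normalized to DMSO controls.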
# ASM inhibitor = Inhibitors of Secretory Acid Sphingomyelinase (S-ASM): qHTS; AID 504937, 2011; placental ASM, HMU-PC fluorogenic substrate, 60 min; hit rate 0.006% among 340,000; Potency, µM (series often up to 57.5 µM), for the others: top-dose activity change, negative = inhibition, usual class: inhibitors; note: potency is the fitted concentration of half-maximal effect
#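 qHTS format. ASM enzyme prepared from human placenta hydrolyses the fluorogenic substrate HMU-PC0 (9 uM final) over 60 min at 37 °C after a 10 min compound preincubation.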
# Eya2 inh = qHTS Assay for Inhibitors of the Phosphatase Activity of Eya2. recombinant Eya2, OMFP fluorescence dephosphorylation (OMFP is methylfluorescein phosphate). Potency, µM (series often up to 76.9 µM), for the others: at the highest dose activity, negative = inhibition, usual class: inhibitors. hit rate 0.006% among 330,000. AID 488837, 2010. Protein phosphatase EYA2 (Homo sapiens), O00167; note: potency is the fitted concentration of half-maximal effect; % is set by controls: 0 for no effect and ±100 for the full control effect
#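 Eya2 protein (added as 0.2 uM solution) was preincubated with compound for 10 min at ambient temperature in 50 mM HEPES pH 7.5, 50 mM NaCl, 5 uM MgCl2, 0.05% BSA, 1 mM DTT. OMFP (added at 50 uM) then reacted 10 min; fluorescence read at 485/525 nm.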
# Mito fusion act = qHTS Assay for Small Molecule Inhibitors of Mitochondrial Division or Activators of Mitochondrial Fusion; S. cerevisiae fusion-defective mutant growth rescue, CellTiterGlo 48 h; Potency, µM (doses to about 46.1 µM), for the others: at the top dose growth rescue (activation), most hits filed as activators; hit rate 0.23% among 320,000;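 note: potency is the fitted concentration of half-maximal effect; % of control where 0% means no effect; nearly all actives have a fitted effect of over 45% in size; temperature-sensitive fusion mutants such as fzo1-1 at 37 °C on non-fermentable ethanol glycerol medium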
#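 Luminescent cell viability in 1536-well qHTS format served as the measure of rescued growth in ts fusion-mutant S. cerevisiae cultured on non-fermentable YPEG for 48 hours at 37C.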
# * = called active by the depositor; ? = inconclusive; . = no result given; [ ] = dose if it differs, or a comment. Unless noted, calls come from the whole dose curve; as a rule, active = well fitted curve in the direction sought with a large enough effect; inconclusive = small, poorly fitted or top-dose-only effect, or another doubt; inactive = no such curve, though single readings can be large; an effect the other way counts as inactive or inconclusive. The list is partial; rates above refer to the full screens.
# Letters: A = PKM2 act; B = TSHR antagonist; C = Menin MLL FP TR; D = GALK inhibitor; E = BCR signal inh; F = MBNL1-CUG inh; G = USP2a block; H = KCNH2 WT inh; I = ASM inhibitor; J = Eya2 inh; K = Mito fusion act
1: Cc1ccc(N(C(=O)C2COc3ccccc3O2)C(C(=O)NC2CCCCC2)c2cn(C)nc2C)cc1 (stereo unspecified)
  A: 9%	B: 7	C: -3%	D: .	E: -5%	F: -1%	G: 5%	H: .	I: .	J: -9%	K: 5%
2: O=S(=O)(c1ccc2ccccc2c1)N1CCOCC1
  A: 8%	B: -3	C: -1%	D: -1%	E: 1%	F: 8%	G: 1%	H: -1	I: 3%	J: 4%	K: 11%
3: Cc1cccc(NC(=O)CCCN=C2NS(=O)(=O)c3ccccc32)c1C
  A: .	B: -12	C: .	D: .	E: -1%	F: .	G: 0%	H: -2	I: 2%	J: 15%	K: 3%
4: Cc1cc(-c2csc(NC(=O)C3=COCCO3)n2)c(C)n1C
  A: .	B: -7	C: .	D: .	E: 3%	F: .	G: 1%	H: 1	I: 3%	J: 6%	K: -1%
5: Cc1cc(N2C(=O)C(O)=C(C(=O)c3ccco3)C2c2cccc(Cl)c2)no1 (stereo unspecified)
  A: .	B: -6	C: .	D: 4%	E: -1%	F: ?	G: -1%	H: -1	I: 35%	J: 1%	K: -3%
6: CCOCCCNC(=O)C(NC(=O)Cc1cccs1)c1ccc(C)cc1 (stereo unspecified)
  A: .	B: -1	C: -16%	D: 1%	E: -2%	F: -3%	G: -1%	H: -1	I: 0%	J: 6%	K: -1%
7: COc1ccc(C(=O)O/N=C(/c2cccs2)C(C)(C)C)cc1
  A: -2%	B: -8	C: .	D: 2%	E: ?	F: -7%	G: 0%	H: 0	I: -2%	J: 4%	K: 0%
8: CCCCOc1ccc(CN=C(N)N)cc1Cl
  A: -2%	B: -2	C: .	D: .	E: 0%	F: -2%	G: -1%	H: 1	I: -1%	J: 3%	K: -4%
9: COc1ccc(C)cc1S(=O)(=O)N(C)CC(=O)NC1CC1
  A: 4%	B: -2	C: 6%	D: 4%	E: -15%	F: -3%	G: -2%	H: -17	I: 4%	J: -10%	K: 1%
10: Cc1cc(C)nc(SCc2nc3ncccn3c2Br)n1
  A: -4%	B: 18	C: -15%	D: -1%	E: -14%	F: 16%	G: -2%	H: -15	I: 86%[activator]	J: -4%	K: 2%
11: Cc1ccc(N(C)C(=O)N2CCN(S(=O)(=O)c3ccc(C)c(C)c3)CC2)cc1
  A: 5%	B: 0	C: -9%	D: -5%	E: ?	F: 0%	G: 0%	H: -4	I: -3%	J: 12%	K: 15%
12: Cc1ccc(Cl)c(NC(=O)CN2CCNC(=O)C2)c1Cl
  A: -5%	B: 9	C: -3%	D: 6%	E: 0%	F: -4%	G: 1%	H: 3	I: 2%	J: -5%	K: 4%
13: CCCCNC(=S)Nc1ccc(Cl)cc1
  A: 5%	B: -3	C: 10%	D: 2%	E: 3%	F: -8%	G: -2%	H: -10	I: 0%	J: -1%	K: 0%
14: O=C(Cn1ccc(NC(=O)OCc2ccccc2)nc1=O)NCCc1c[nH]c2ccccc12
  A: .	B: -2	C: .	D: .	E: -2%	F: .	G: 0%	H: 3	I: -5%	J: -18%	K: -8%
15: CN(C)Cc1ccc(CNC(=O)c2ccc(Cl)c(S(=O)(=O)NC3CC3)c2)cc1
  A: .	B: 7	C: .	D: .	E: 0%	F: .	G: -3%	H: 2	I: 1%	J: 5%	K: 1%
16: CN(c1ccc(OCC(=O)NC2CCC(O)CC2)cc1)S(=O)(=O)c1ccc(Cl)cc1 (stereo unspecified)
  A: .	B: -1	C: .	D: .	E: -1%	F: .	G: -2%	H: -6	I: -3%	J: -22%	K: .
17: CC1(C)Cc2ccccc2C(N/N=C/c2ccc(Cl)cc2)=N1
  A: 1%	B: -19	C: -1%	D: -2%	E: ?	F: -3%	G: 0%	H: 3	I: 0%	J: 4%	K: 12%
18: Cc1cc(NC(=O)CCCn2cc([N+](=O)[O-])cn2)n(Cc2ccc(F)cc2)n1
  A: 1%	B: 4	C: -9%	D: 0%	E: 9%	F: 10%	G: 2%	H: -6	I: -1%	J: -22%	K: -2%

# Profiles as entered above. Screens in order: PKM2 act	TSHR antagonist	Menin MLL FP TR	GALK inhibitor	BCR signal inh	MBNL1-CUG inh	USP2a block	KCNH2 WT inh	ASM inhibitor	Eya2 inh	Mito fusion act
# `COc1ccc(C(=O)O/N=C(/c2cccs2)C(C)(C)C)cc1` is listed as -2%	-8	.	2%	?	-7%	0%	0	-2%	4%	0%
# `CC1(C)Cc2ccccc2C(N/N=C/c2ccc(Cl)cc2)=N1` is listed as 1%	-19	-1%	-2%	?	-3%	0%	3	0%	4%	12%

# Look-ups from above:
# USP2a block with `CN(C)Cc1ccc(CNC(=O)c2ccc(Cl)c(S(=O)(=O)NC3CC3)c2)cc1` = -3%
# PKM2 act with `COc1ccc(C(=O)O/N=C(/c2cccs2)C(C)(C)C)cc1` = -2%
# GALK inhibitor with `Cc1ccc(N(C)C(=O)N2CCN(S(=O)(=O)c3ccc(C)c(C)c3)CC2)cc1` = -5%
# Eya2 inh with `O=S(=O)(c1ccc2ccccc2c1)N1CCOCC1` = 4%
# Eya2 inh with `Cc1cc(N2C(=O)C(O)=C(C(=O)c3ccco3)C2c2cccc(Cl)c2)no1` (stereo unspecified) = 1%
# GALK inhibitor with `CC1(C)Cc2ccccc2C(N/N=C/c2ccc(Cl)cc2)=N1` = -2%
